E-selectin induc – induces E-selectin expression in human endothelial cells; AID 686992; HUVEC E-selectin immunofluorescence imaging; normalized: neutral wells 0, TNF-alpha wells 100; activation, % at 7.58 µM; hit rate 0.37% among 260,000; P16581;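 active means mean E-selectin-positive cell signal at least 10% of the positive control, reached in at least 60% of replicates, without over 20% cell loss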;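 further: in these data hits start at about 27%; measured in HUVEC primary endothelial cells; signal is the percent of cells scored E-selectin positive by PE staining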
Target sequence (P16581 whole entry, looked up): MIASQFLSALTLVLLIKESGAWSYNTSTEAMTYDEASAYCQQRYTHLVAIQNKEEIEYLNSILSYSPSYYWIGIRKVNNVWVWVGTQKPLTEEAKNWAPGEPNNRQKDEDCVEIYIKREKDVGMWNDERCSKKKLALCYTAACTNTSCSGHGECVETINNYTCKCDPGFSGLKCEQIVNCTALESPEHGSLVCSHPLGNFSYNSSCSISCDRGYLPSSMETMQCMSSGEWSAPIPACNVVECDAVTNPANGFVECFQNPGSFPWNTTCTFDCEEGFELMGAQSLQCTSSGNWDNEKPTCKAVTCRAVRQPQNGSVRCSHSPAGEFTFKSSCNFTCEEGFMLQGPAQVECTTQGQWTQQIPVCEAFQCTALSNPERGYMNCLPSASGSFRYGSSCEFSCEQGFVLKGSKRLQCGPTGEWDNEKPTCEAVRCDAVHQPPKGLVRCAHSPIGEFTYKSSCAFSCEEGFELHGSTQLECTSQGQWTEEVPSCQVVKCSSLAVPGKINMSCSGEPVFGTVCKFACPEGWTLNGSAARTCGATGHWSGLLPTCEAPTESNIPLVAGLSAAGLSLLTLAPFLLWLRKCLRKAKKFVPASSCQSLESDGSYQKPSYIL
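Test system: HUVEC; input: 3,000 HUVEC/well; measured by: immunofluorescence imaging; read-out: % PE-positive cells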
ERAP1 HTS inh – blocks human ERAP1 aminopeptidase activity; recombinant ERAP1, Leu-AMC fluorescence, 60 min; inhibition, % at 10.7 µM; hit rate 0.15% among 340,000; AID 652197;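 active means mean replicate inhibition of at least 30%, or all replicates individually reaching that 30% level; inactive means mean below 30% and not every replicate reaching it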;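 further: 0% = neutral control wells and 100% = L-leucinethiol positive control wells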
RAD54 branch – inhibitors of human RAD54 branch migration. Q92698. RAD54 Holliday junction branch migration, FAM/BHQ fluorescence. inhibition, % at 10.4 µM. hit rate 0.14% among 360,000;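 active means mean normalized replicate activity at least 40 and at least half of replicates scoring 40 or more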;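 further: 0% = median of neutral control wells and 100% = median of positive control wells; inhibitors cause a drop in the FAM fluorescence signal; in these data hits start at about 50%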
esBAF inh – SWI/SNF esBAF complex inhibition. mouse ES cells, Bmi1-luciferase knock-in reporter, 24 h; 100% = twice the neutral-well signal. reporter increase, % at 12.5 µM. hit rate 2% among 350,000; in the data active means activation above about 40%;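 further: 0% = median of the plate's neutral control wells and 100% = double that signal; a rise in the Bmi1 reporter signal indicates esBAF inhibition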
RAD52 inh – blocks human RAD52 DNA annealing; recombinant RAD52 DNA annealing, FRET fluorescence; inhibition, % at 18.7 µM; hit rate 0.46% among 360,000; AID 651710;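 active means every replicate showing at least 50% inhibition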
ERp5 block – blocks human ERp5 reductase activity on insulin; Q15084; ERp5 insulin aggregation, absorbance 650 nm, 90 min; inhibition, % at 9.99 µM; hit rate 0.05% among 350,000; AID 651711;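 active means mean replicate inhibition above about 25%, with every replicate also reaching it, limit read from the data, passing the limit was not always enough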
Target sequence (Q15084 whole entry, looked up): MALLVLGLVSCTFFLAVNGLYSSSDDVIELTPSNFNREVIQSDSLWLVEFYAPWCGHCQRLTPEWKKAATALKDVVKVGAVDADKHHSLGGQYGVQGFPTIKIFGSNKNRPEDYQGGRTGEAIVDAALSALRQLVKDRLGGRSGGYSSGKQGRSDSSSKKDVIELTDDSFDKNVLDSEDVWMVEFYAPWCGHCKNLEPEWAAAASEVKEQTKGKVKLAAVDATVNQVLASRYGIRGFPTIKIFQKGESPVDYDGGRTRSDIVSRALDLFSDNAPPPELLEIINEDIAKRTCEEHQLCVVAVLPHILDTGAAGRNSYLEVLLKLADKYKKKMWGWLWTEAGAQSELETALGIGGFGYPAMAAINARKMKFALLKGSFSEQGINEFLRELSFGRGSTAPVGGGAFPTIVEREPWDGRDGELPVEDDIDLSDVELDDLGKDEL
Xi reactivation – X-chromosome reactivation activator | XiGFP mouse fibroblasts, % GFP-positive cells imaging, 3 d; cells co-treated with 5-aza-dC sensitizer; scaled so ellipticine positive control = 100% | activation, % at 7.58 µM | hit rate 0.055% among 360,000 | AID 743238;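 active means mean normalized replicate activation at least 10% and every replicate at or above 10%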;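 further: 0% = median of on-plate neutral control wells and 100% = ellipticine 6 µM median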
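material = 68-5-11 XiGFP fibroblast line | medium = DMEM plus 5-aza-dC sensitizer | schedule = 3 days compound exposure | benchmarks = positive control ellipticine, 6 µM final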
S100A4 MyoIIA – inhibitors of human S100A4 binding to myosin IIA peptide; hit rate 0.14% among 360,000; inhibition, % at 10.7 µM; AID 652163; P26447; S100A4/TAMRA-MyoIIA peptide fluorescence polarization;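 active means mean inhibition of at least 70% across replicates, with every replicate also reaching that level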
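Test system: S100A4 monomer protein. Medium: HEPES buffer with Ca2+, pH 7.2. Reagent: fluorescent myosin IIA peptide, 5 nM. Compound dosing: single-point compound testing. Timing: 5 min between mix addition and reading. Benchmarks: DMSO neutral and TFP positive wells.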
Starred values were filed as active, the others as inactive; / = no result given; & = joins results of further samples.

Start of the data: the first 14 records as a preview:
SMILES	E-selectin induc	ERAP1 HTS inh	RAD54 branch	esBAF inh	RAD52 inh	ERp5 block	Xi reactivation	S100A4 MyoIIA
O=C(CNC(=O)c1ccccc1)OCC(=O)c1c[nH]c2ccccc12	0.1	2	4	2	-12	-5	0.1	-2
C/C(=N\NC(=O)c1ccncc1)c1cccs1	/	1	/	/	-13	6	0.0	3
CCOc1ccc(-c2nc(CN3CCCCC3CCn3cccn3)c(C)o2)cc1 (configuration not stated)	-0.4	/	/	24	-5	1	0.3	-10
CC(C)NC(=O)Nc1ccc2c(c1)C(=O)N([C@@H](C)CO)C[C@H](C)[C@@H](CN(C)Cc1ccc(-c3ccccc3)cc1)O2	0.6	0	4	1	1	4	0.2	0
COc1ccc(OC)c(NC(=O)Cc2csc(NC(=O)Nc3ccccc3OC)n2)c1	1.1	0	3	2	-19	-6	-0.1	-2
CO[C@H]1CN(C)C(=O)c2ccc(NC(=O)c3ccc4c(c3)OCO4)cc2OC[C@H](C)NC[C@@H]1C	0.1	-2	-7	-2	4	-2	0.2	1
COc1cc2c(=O)n(CC3CCCO3)c(=O)n(CC(=O)Nc3ccccc3)c2cc1OC (configuration not stated)	0.1	-5	-2	-6	-7	2	0.3	3
Cc1cc(C(=O)N[C@@H](c2ccccc2)[C@]2(C)C[C@H]2[C@@H](C)C(=O)Nc2ccc3ccccc3c2)no1	0.0	-3	-9	4	-113	3	0.0	-8
CCOc1ccc(C(=O)Nc2ccc(C(=O)N3CCOCC3)cc2)c(OCC)c1	-0.2	-4	6	3	-18	-3	-0.1	-1
CC(C)N1CC2(CC(c3ccccc3F)=NO2)CN1C(=O)c1ccc(C(C)(C)C)cc1 (configuration not stated)	-0.8	/	/	75*	4	2	-0.1	3
NS(=O)(=O)c1ccc(NC(=O)COC(=O)C2CC(=O)N(Cc3ccccc3)C2)cc1 (configuration not stated)	/	0	4	-7	4	0	0.0	-3
COC(=O)C[C@H]1C=C[C@H](NC(=O)Nc2ccccc2)[C@@H](CO)O1	0.6	/	/	/	12	2	0.0	-2
Nc1ccc(N2CCOCC2)c(S(=O)(=O)Nc2cc(Cl)ccc2Cl)c1	0.5	4	-1	-3	-27	1	-0.1	-2
O=C(N/N=C/c1ccccc1)C(O)c1ccccc1 (configuration not stated)	/	-1	4	-8	-13	8	0.0	66

The whole of this part (from the top)
SMILES	E-selectin induc	ERAP1 HTS inh	RAD54 branch	esBAF inh	RAD52 inh	ERp5 block	Xi reactivation	S100A4 MyoIIA
O=C(CNC(=O)c1ccccc1)OCC(=O)c1c[nH]c2ccccc12	0.1	2	4	2	-12	-5	0.1	-2
C/C(=N\NC(=O)c1ccncc1)c1cccs1	/	1	/	/	-13	6	0.0	3
CCOc1ccc(-c2nc(CN3CCCCC3CCn3cccn3)c(C)o2)cc1 (configuration not stated)	-0.4	/	/	24	-5	1	0.3	-10
CC(C)NC(=O)Nc1ccc2c(c1)C(=O)N([C@@H](C)CO)C[C@H](C)[C@@H](CN(C)Cc1ccc(-c3ccccc3)cc1)O2	0.6	0	4	1	1	4	0.2	0
COc1ccc(OC)c(NC(=O)Cc2csc(NC(=O)Nc3ccccc3OC)n2)c1	1.1	0	3	2	-19	-6	-0.1	-2
CO[C@H]1CN(C)C(=O)c2ccc(NC(=O)c3ccc4c(c3)OCO4)cc2OC[C@H](C)NC[C@@H]1C	0.1	-2	-7	-2	4	-2	0.2	1
COc1cc2c(=O)n(CC3CCCO3)c(=O)n(CC(=O)Nc3ccccc3)c2cc1OC (configuration not stated)	0.1	-5	-2	-6	-7	2	0.3	3
Cc1cc(C(=O)N[C@@H](c2ccccc2)[C@]2(C)C[C@H]2[C@@H](C)C(=O)Nc2ccc3ccccc3c2)no1	0.0	-3	-9	4	-113	3	0.0	-8
CCOc1ccc(C(=O)Nc2ccc(C(=O)N3CCOCC3)cc2)c(OCC)c1	-0.2	-4	6	3	-18	-3	-0.1	-1
CC(C)N1CC2(CC(c3ccccc3F)=NO2)CN1C(=O)c1ccc(C(C)(C)C)cc1 (configuration not stated)	-0.8	/	/	75*	4	2	-0.1	3
NS(=O)(=O)c1ccc(NC(=O)COC(=O)C2CC(=O)N(Cc3ccccc3)C2)cc1 (configuration not stated)	/	0	4	-7	4	0	0.0	-3
COC(=O)C[C@H]1C=C[C@H](NC(=O)Nc2ccccc2)[C@@H](CO)O1	0.6	/	/	/	12	2	0.0	-2
Nc1ccc(N2CCOCC2)c(S(=O)(=O)Nc2cc(Cl)ccc2Cl)c1	0.5	4	-1	-3	-27	1	-0.1	-2
O=C(N/N=C/c1ccccc1)C(O)c1ccccc1 (configuration not stated)	/	-1	4	-8	-13	8	0.0	66
C[C@H](CO)N1C[C@H](C)[C@H](CN(C)Cc2ccc(-c3ccccc3)cc2)Oc2ccc(NS(=O)(=O)c3ccc(Cl)cc3)cc2C1=O	-0.3	5	-1	-2	-18	-5	0.1	1
Cc1ccc2nc3c(cc(C(=O)NC4CCCC4)c(=N)n3C3CCCCC3)c(=O)n2c1	1.4	1	-5	8	-8	2	0.0	1
O=C(Nc1ccccc1F)N1C[C@@H]2[C@H](c3ccccc31)[C@H](CO)N2C(=O)c1ccccc1F	0.0	2	1	23	11	6	0.7	6
COc1cccc(/C=C/C(=O)NCc2ccc3c(c2)OCO3)c1	0.1	-5	5	5	5	2	-0.1	0
COc1ccc(C2NN=C(c3ccc(C)cc3)S2)cc1 (configuration not stated)	0.6	2	8	27	-13	2	0.0	-1
C[C@@H]1CN([C@@H](C)CO)C(=O)c2cc(NC(=O)Cn3cnnn3)ccc2O[C@H]1CN(C)S(=O)(=O)c1cccs1	-0.1	2	2	1	-2	2	-1.4	0
Cc1ccc(NS(=O)(=O)c2c(C)[nH]c(=O)[nH]c2=O)c(Br)c1	0.3	-2	2	5	-10	-3	0.0	3
CCC/C(=N\NC(=O)CCC(=O)NCc1ccccc1)c1ccccc1	/	-2	/	-6	-9	-2	0.0	-2
COc1ccc(S(=O)(=O)Nc2ccc3c(c2)CC(=O)N([C@H](C)CO)C[C@@H](C)[C@H](CN(C)Cc2ccc(C(F)(F)F)cc2)O3)cc1	-0.1	-2	9	3	12	9	0.0	4
CCNc1nc(NCC)nc(NC(N)=S)n1	3.2	2	-9	-9	-10	-1	-0.1	0
C[C@@H]1CN([C@H](C)CO)C(=O)c2cc(NS(=O)(=O)c3cccs3)ccc2O[C@H]1CN(C)Cc1ccccc1	0.0&-0.1	1&-4	-5&2	2&0	4&-5	-3&5	0.2&0.0	12&0
(next part)
SMILES	E-selectin induc	ERAP1 HTS inh	RAD54 branch	esBAF inh	RAD52 inh	ERp5 block	Xi reactivation	S100A4 MyoIIA
Cc1cc(C(=O)O)cc(Br)c1N	/	-2	/	/	-8	0	0.0	3
COC1=CC(=O)C[C@@H](C)[C@]12Oc1c(Cl)c(OC)cc(OC)c1C2=O	0.9	3	2	-8	7	5	-0.1	11
Nc1c(Cl)cnn(-c2ccccc2)c1=O	/	1	6	/	-5	3	-0.1	3
C[C@H]1CN([C@@H](C)CO)C(=O)c2cc(C#CCN(C)C)cnc2O[C@H]1CN(C)Cc1ccc(C(=O)O)cc1	-0.1	2	-14	-2	-3	3	-0.4	14
CC(=O)NC(CCS(C)(=O)=O)C(=O)Nc1ccc2c(c1)OCCO2 (configuration not stated)	/	-2	0	-8	-16	5	/	-33
COc1ccc(/C=C(\NC(=O)c2ccccc2Cl)C(=O)NCCCC(=O)O)cc1	/	-3	/	/	-10	1	0.1	1
CCOC(=O)CCC(=O)NNC(=O)c1ccc(NC(=O)c2ccccc2)cc1	2.5	11	/	/	-6	-12	0.1	-1
COc1ccc(C#Cc2ccc3c(c2)[C@H]2[C@H](CCN2C(=O)NC(C)C)[C@H](CO)N3C)cc1	2.6	2	0	0	1	3	0.0	6
COc1ccc(NC(=O)C2CCCC2)cn1	0.4	-6	/	/	-3	-5	0.2	-6
C[C@H]1CN([C@@H](C)CO)S(=O)(=O)c2ccc(C#Cc3cccnc3)cc2O[C@@H]1CN(C)C	2.2	7	10	1	14	2	-0.9	-2
CC(C)NC(=O)N(C)C[C@@H]1Oc2ccc(NS(C)(=O)=O)cc2C(=O)N([C@@H](C)CO)C[C@@H]1C	0.0	2	8	-3	7	2	-1.1	-19
CCN1[C@@H]2Cn3c(ccc(-c4ccccc4OC)c3=O)[C@H]1[C@@H](C(=O)NCc1ccccn1)[C@@H]2CO	-0.2	1	-1	-5	-43	-2	0.2	4
COc1cc(NC(=O)COc2ccc(F)cc2)nc(OC)n1	/	-1	/	/	3	2	/	0
CCCn1c(=O)n(C)c(=O)c2c(SC(C)C(=O)NCC3CCCO3)nc(CC(C)C)nc21 (configuration not stated)	-0.1	1	-13	-7	-6	-2	-0.1	-2
Cc1ccc(NS(=O)(=O)c2ccc3c(c2)N(C)CCO3)cc1	0.0	-4	-7	10	-2	-1	0.0	-3
COC(=O)c1ccc(COC(=O)CNC(=O)CNC(=O)c2ccc(OC)cc2)cc1	/	/	/	/	-20	4	0.0	8
CCCCN1C2CCCC1CC(NC(=O)c1cccc(OC)c1)C2 (configuration not stated)	/	0	2	2	-7	6	0.0	-14
CCOc1cc(C2NC(=O)CCC2[N+](=O)[O-])cc(Br)c1OCC (configuration not stated)	/	1	-1	-2	2	-4	0.0	4
CN1C(=O)c2cc(NC(=O)c3ccc(F)cc3)ccc2OC[C@H]2O[C@@H](CC(=O)NCC3CCCCC3)CC[C@@H]21	-0.1	3	-12	10	16	0	0.0	3
CCCNC(=O)C[C@H]1CC[C@@H]2[C@H](COC[C@@H](O)CN2Cc2ccccc2F)O1	0.0	-1	-5	-4	-8	2	0.0	1
COc1ccc(CNC(=O)C2=C(C)C(=O)OC23CCC(C)CC3)cc1 (configuration not stated)	0.0	16	1	5	-25	-5	-0.1	-1
CCN(CC(=O)Nc1c(F)cccc1F)C(=O)c1ccc(C2SCCS2)cc1	/	0	-1	2	-25	-4	-0.1	-6
COc1ccc(/C(C)=N/Nc2nc3ccccc3nc2C)cc1	0.1	-1	/	37	-9	7	0.0	0
CN(C(=O)c1ccc2nccnc2c1)C1CCCCC1	2.7	-5	-1	5	-6	3	0.0	1
CN1CCc2c(sc(N)c2C(=O)c2ccc(Cl)cc2)C1	/	1	-7	9	-63	0	0.0	-43
Additional compounds
SMILES	E-selectin induc	ERAP1 HTS inh	RAD54 branch	esBAF inh	RAD52 inh	ERp5 block	Xi reactivation	S100A4 MyoIIA
CCN(C(=O)Cn1cnc2c1c(=O)n(C)c(=O)n2C)C1CCCCC1	/	4	-2	0	-9	-13	-0.1	-1
CCOc1ncccc1C(=O)N(CC)CC(=O)Nc1ccc(NC(C)=O)cc1	/	3	-6	/	-6	-10	0.4	0
Cc1noc(C)c1S(=O)(=O)Nc1ccc2c(c1)C(=O)N([C@@H](C)CO)C[C@H](C)[C@@H](CN(C)C(=O)c1ccccc1)OCCCC[C@H](C)O2	-0.2	1	-12	-6	16	-3	0.3	-4
CCCCC(=O)N(C)c1c(C)nc2ccc(C(=O)N(C)CCN(C)C)cn12	-0.4	9	-2	-7	-2	0	0.1	-3
CC1ON=C(c2cccc3ccccc23)N(C)C1=O (configuration not stated)	/	/	-15	-9	14	-4	-0.1	-10
C[C@H](CO)N1C[C@H](C)[C@@H](CN(C)S(C)(=O)=O)OCCCC[C@H](C)Oc2ccc(NC(=O)C3CCCCC3)cc2C1=O	-0.2	1	4	3	-15	3	-1.1	-16
N#Cc1cccc(-c2ccc([C@@H]3[C@@H](CO)N4CCCCN(C(=O)Nc5cccc(F)c5)C[C@H]34)cc2)c1	-0.7	0	11	-9	-11	4	0.0	12
O=[N+]([O-])/C=C1\CCCCCN1	/	/	-7	/	-15	2	0.0	1
